# Screening data as filed in PubChem.
# APJ antagonist: antagonists of human APJ apelin receptor; CHO-K1 APJ beta-arrestin complementation, luminescence; inhibition, % at 20 µM; 0.32% of 330,000 active; AID 2521;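 active means inhibition above about 40% at 20 µM, limit read from the data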;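 further: cells challenged with 10 nM apelin-13 agonist together with compound; plate controls were apelin-13 plus DMSO wells for no effect and DMSO wells lacking apelin-13 for full effect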
# Target sequence (P35414 whole entry, looked up): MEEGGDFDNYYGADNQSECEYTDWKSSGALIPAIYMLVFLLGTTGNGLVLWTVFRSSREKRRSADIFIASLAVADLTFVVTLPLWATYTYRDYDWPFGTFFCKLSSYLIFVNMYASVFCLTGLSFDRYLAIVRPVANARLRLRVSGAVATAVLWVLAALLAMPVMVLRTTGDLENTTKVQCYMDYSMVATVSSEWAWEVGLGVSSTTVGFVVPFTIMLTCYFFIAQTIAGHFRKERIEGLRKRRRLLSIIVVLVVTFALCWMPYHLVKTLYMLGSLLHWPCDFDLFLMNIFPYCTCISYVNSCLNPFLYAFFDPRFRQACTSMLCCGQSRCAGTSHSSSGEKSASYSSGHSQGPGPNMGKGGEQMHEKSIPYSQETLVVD
# CXCR6 inh: inhibitors of human CXCR6 receptor. O00574. CHO-K1 PathHunter CXCR6 beta-arrestin, luminescence. inhibition, % at 20 µM. 0.36% of 360,000 active. AID 602244; in the data active means inhibition above about 34%, passing the limit was not always enough;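 further: antagonist mode with CXCL16 agonist at 10 nM final; 0% = 10 nM CXCL16 with DMSO and 100% = unstimulated wells without agonist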
# Target sequence (O00574 whole entry, looked up): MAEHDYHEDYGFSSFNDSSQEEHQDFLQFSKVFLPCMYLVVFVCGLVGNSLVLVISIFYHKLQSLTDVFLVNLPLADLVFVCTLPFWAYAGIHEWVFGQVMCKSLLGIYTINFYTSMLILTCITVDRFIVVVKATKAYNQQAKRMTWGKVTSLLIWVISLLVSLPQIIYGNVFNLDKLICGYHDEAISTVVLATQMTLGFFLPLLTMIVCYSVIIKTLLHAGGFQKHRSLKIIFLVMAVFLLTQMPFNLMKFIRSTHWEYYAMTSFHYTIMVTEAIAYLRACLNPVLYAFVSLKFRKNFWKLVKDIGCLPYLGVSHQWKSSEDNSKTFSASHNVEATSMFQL
# Mdm2 MdmX PPI: disrupts the human Mdm2-MdmX interaction. 3% of 330,000 active. inhibition, % at 8 µM. AID 485346. SaOS-2 split-luciferase Mdm2/MdmX complementation, luminescence. O15151+Q00987;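 active means inhibition of at least 50% at 8 µM in the primary screen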
# tim23-1 inh: growth inhibitors of tim23-1 mutant yeast; inhibition, % at 20 µM; S. cerevisiae tim23-1 growth, BacTiter-Glo luminescence, 24 h; 1.3% of 330,000 active;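 active means growth inhibition of the mutant yeast at or above 50%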;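 further: temperature-sensitive mutant grown at 25 °C; plate controls were DMSO-treated mutant yeast for no effect and medium wells lacking yeast for full effect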
# CHOP UPR activ: activators of apoptotic arm of unfolded protein response (CHOP) | AID 449763 | activation, % at 10 µM | CHO-CHOP luciferase reporter, UPR activation, luminescence; percent of tunicamycin response over DMSO baseline | 0.34% of 330,000 active;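 active means at 10 µM dose, activation of 40% or more, normalized to positive control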;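 further: 100% = tunicamycin at 10 µg/mL and 0% = DMSO alone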
#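 System: CHO CHOP reporter cells. Amount: 500 cells per well. Buffer or medium: F12 medium, 10% FBS. Compound dosing: one dose, 10 µM in 0.5% DMSO. Incubation: 6 h compound exposure at 37 °C after overnight seeding. Technique: Steady-Glo luciferase luminescence. Benchmarks: tunicamycin and DMSO controls.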
# tim10-1 inh: growth inhibitors of tim10-1 mutant yeast; S. cerevisiae tim10-1 ts strain growth, BacTiter-Glo, 24 h; inhibition, % at 20 µM; AID 463190; 2.2% of 330,000 active;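 active means inhibition of at least 40%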;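 further: mutant grown at 25 °C; 0% = DMSO wells with yeast and 100% = wells holding no yeast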
# UPR XBP1 act: adaptive UPR (XBP1) activation | AID 463104 | activation, % at 20 µM | CHO-XBP1 luciferase reporter, IRE1-XBP1 UPR activation, luminescence; percent of tunicamycin response, DMSO as zero | 0.33% of 330,000 active;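 active means versus positive control, 20 µM dose yields 30% or more activation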;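 further: 100% = tunicamycin at 10 µg/mL and 0% = DMSO only wells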
#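 Material – CHO cell line with stable XBP1 luciferase reporter · Buffer or medium – F12 plus 10% FBS · Compound – single point, 20 µM final compound, 1% DMSO · Schedule – 16-18 h cell attachment at 37 °C, then 6 h compound exposure · Signal – Steady-Glo luminescence read · Benchmarks – high control tunicamycin 10 µg/mL final, low control DMSO vehicle only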
# TIM10 inh: inhibits growth of TIM10 yeast strain | S. cerevisiae TIM10 strain growth, BacTiter-Glo luminescence, 24 h | AID 463195 | 1.4% of 330,000 active | inhibition, % at 10 µM;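 active means inhibition of 40% or more at the single tested concentration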;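 further: wild-type TIM10 isogenic control strain grown at permissive 25 °C; 0% = DMSO yeast wells and 100% = minimal medium wells without yeast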
# APJ ag: agonists of human APJ apelin receptor. CHO-K1 APJ PathHunter beta-arrestin, luminescence; 0% DMSO wells, 100% apelin. activation, % at 20 µM. P35414. AID 2520. 0.11% of 330,000 active;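 active means activation more than six SD over the plate average, tested at 20 µM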;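 further: 0% = DMSO alone and 100% = apelin-13 at 10 nM; some results filed as inactive read as strong as hits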
#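 assay system = CHO-K1 APJ beta-arrestin complementation cell line | input = cell density 1000 per well | dosing = compound 20 µM once, DMSO 1% | timing = compound 90 min 25 °C, reagent 1 h | measured by = luminescence from split beta-galactosidase complementation, Galacton Star/Emerald II substrate | read-out basis = APJ agonist activity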
# Numbers without * were called inactive; . = not tested or not shown. This is a subset (hit frequency here may not be typical).
SMILES,APJ antagonist,CXCR6 inh,Mdm2 MdmX PPI,tim23-1 inh,CHOP UPR activ,tim10-1 inh,UPR XBP1 act,TIM10 inh,APJ ag
Nc1nc(SCC(=O)NCCO)nc2sc3c(c12)CCCC3,5,-1,-5,7,-0.4,0,2,-13,0
CCn1c(=O)c(C(=O)NCCNCCO)c(O)c2ccccc21,-20,-4,-5,-10,-2.0,-21,3,16,-6
Cc1ccccc1/C=C/C(=O)NCC(=O)N1CCC(N(C)C2CCCCC2C)CC1 (stereo not given),-2,5,15,4,-0.4,0,-4,-1,-4
Cn1nc(C(=O)NC2CCCCC2)c2c1-c1ccccc1S(=O)(=O)C2,6,-7,0,1,2.9,21,-3,13,-2
CC(C)[C@H](NS(=O)(=O)c1ccccc1)C(=O)OCC(=O)NC(=O)c1cccn1C,-3,-3,-7,15,-0.6,20,-1,2,1
CCOC(=O)N1CCN(S(=O)(=O)c2cccc3nsnc23)CC1,10,-1,12,21,1.2,-2,-2,0,-1
CCN(CC(=O)NC(=O)NCc1ccco1)Cc1ccccc1,16,-5,21,-1,0.4,9,-2,3,-3
CCCn1c(CN(C)Cc2ccccc2)nc2c1c(=O)n(C)c(=O)n2C,4,-6,24,13,-0.1,8,1,13,5
Nc1ccc(-n2ccnc2)cc1,19,0,2,9,-1.5,3,-3,-9,2
O=C(Oc1ccc(/C=N/Nc2ccccc2)cc1)c1ccccc1,-1,-1,-8,16,0.9,4,6,-19,0
N#CCCN(Cc1ccccc1)C(=S)Nc1ccc(F)cc1,-4,8,15,6,-0.6,5,-3,15,-3
CN1CCN(c2ccc([N+](=O)[O-])cc2/C=N/NC(=O)c2cccc([N+](=O)[O-])c2)CC1,-17,.,51*,8,2.6,16,-3,-3,0
Cc1ccc(S(=O)(=O)N2CCOCC2)cc1NC(=O)Nc1ccc([N+](=O)[O-])cc1,8,7,33,0,-1.1,-11,1,5,-3
Nc1cc(=O)[nH]c(SCCSc2ccccc2F)n1,12,-6,36,-6,0.9,9,-1,1,0
COc1ccc(-n2c(Cc3cccn3C)nnc2SCC(=O)Nc2ccc3c(c2)OCCO3)cc1,-51,-2,-3,16,-0.2,8,1,11,-2
NC(=O)C1CCN(CC(=O)Nc2ccccc2N2CCOCC2)CC1,11,-3,3,17,-0.1,-3,-1,3,2
COc1ccc(NCc2nnc(SCC(=O)Nc3ccccc3OC)o2)cc1,-17,-1,-23,11,0.3,6,3,29,1
CS(=O)(=O)c1ccc(C(=O)NC2CCCCC2)cc1,11,-2,55*,-4,2.4,-11,-3,13,-1
COc1ccccc1CNC(=O)c1cccc(S(=O)(=O)N(C)c2ccccc2)c1,8,1,-2,26,-0.9,14,-3,3,-2
COC(=O)c1ccc(-c2ccc(OC)c([C@H]3[C@H]4C=CC[C@@H](C)[C@@H]4C(=O)N3Cc3ccccc3)c2)cc1,10,16,62*,-12,1.5,-1,1,-12,-6
CCS(=O)(=O)c1ccc2c(c1)NC(=O)C(CCO)O2 (stereo not given),4,0,14,14,-1.7,19,0,-5,-2
Cn1c(/C=C/c2ccc(Br)cc2)nc2ccccc2c1=O,2,-1,-114,14,6.0,4,-4,-4,0
CCOCCn1c(COc2ccc(C)cc2)nc2ccccc21,14,4,-57,36,5.1,4,-2,13,-5
CCCNC(=O)C1CCN(c2cc(-c3ccccc3)nc3ncnn23)CC1,1,-1,14,-1,0.7,7,-7,-10,-3
COc1ccc(-n2c(SCC#N)nnc2-c2ccc(NS(=O)(=O)c3ccc(C)cc3)cc2)cc1,9,1,6,16,2.6,-7,2,15,4

# Carrying on:
SMILES,APJ antagonist,CXCR6 inh,Mdm2 MdmX PPI,tim23-1 inh,CHOP UPR activ,tim10-1 inh,UPR XBP1 act,TIM10 inh,APJ ag
Cc1cccc2nc(C(=O)Nc3cccc(C(=O)NC4CC4)c3)cn12,12,-6,-9,-9,4.4,-3,3,-9,3
COC(=O)/C(=C/Nc1cccc2ccccc12)[N+](=O)[O-],-15,-13,-4,-7,-1.8,-11,5,-4,0
CS(=O)(=O)N1CCN(C2Cc3ccccc3C2)CC1,28,-1,13,12,-0.2,10,-2,13,-2
Cc1cnc(CN(C)C(=O)c2ccc3oc(Cc4ccc(Cl)cc4)nc3c2)[nH]1,-18,3,10,8,3.1,25,-4,2,2
N#Cc1c(N)n(CCOC(=O)c2cccc([N+](=O)[O-])c2)c2nc3ccccc3nc12,-3,4,-2,13,1.7,8,0,10,2
C=CCNC(=O)/C(=C\C=C\c1ccccc1)NC(=O)c1ccc(OCCCC)cc1,26,19,2,15,-2.1,8,0,5,-1
CC1CC(C)CN(c2nc3c(c(=O)n(C)c(=O)n3C)n2CCSc2ncccn2)C1 (stereo not given),4,-10,13,35,-1.8,31,0,30,2
Cc1cc(C)cc(NC(=O)Nc2ccc3c(c2)CCC3)c1,9,-8,35,16,0.8,3,3,8,-1
COC(=O)c1ccccc1NC(=O)CCCCCn1nnc2ccccc2c1=O,13,4,-21,31,0.9,15,-1,8,-1
O=C(CNC(=O)c1ccccc1F)OC1CCOC1=O (stereo not given),4,4,15,-4,-0.8,-11,2,5,-3
O=C(CCC(=O)Nc1ccc(F)cc1)N/N=C/c1cccnc1,10,0,21,-13,0.3,-37,1,5,0
COC(=O)N/N=C/c1ccc(-c2cc(Cl)ccc2Cl)o1,3,1,-16,26,-0.2,18,-2,27,-5
O=C(N[C@@H](Cc1c[nH]c2ccccc12)C(=O)O)OCC1c2ccccc2-c2ccccc21,19,-8,-20,19,-0.3,16,-3,10,8
COc1ccc(S(=O)(=O)Nc2ccc3oc4ncccc4c(=O)c3c2)cc1OC,-4,5,6,-7,-1.2,-6,1,3,-1
CC(C)C(=O)Nc1sc2c(c1C#N)CCCCC2,5,-8,-34,33,1.3,39,4,30,0
O=c1[nH]c(CN2CCN(C/C=C/c3ccccc3)CC2)nc2cc(Cl)ccc12,-5,-6,29,15,3.7,24,-1,25,-5
COc1ccccc1NC(=O)Cn1c(=O)n(C)c(=O)c2sc3c(c21)COC(C)(C)C3,-2,4,12,11,-0.1,-1,1,9,-5
O=S(=O)(c1cccs1)N1CCc2ccccc21,4,-3,14,-3,-2.1,2,-6,-10,-3
O=C(NC1CCCCC1)c1ccc2c(=O)n(CC3CCCO3)c(=O)[nH]c2c1 (stereo not given),-8,3,6,10,2.2,0,0,-8,0
COc1ccc(C2CC(=O)Nc3cc(OC)c(OC)cc32)cc1Br (stereo not given),17,-11,21,18,-0.4,9,-6,3,-2
COc1cccc2cc(C(=O)OCC(=O)NC3CCCC(C)C3C)c(=O)oc12 (stereo not given),9,0,-42,38,2.2,17,6,19,1
COc1cc(C(=O)N2CCc3ccccc32)c([N+](=O)[O-])cc1OC,3,2,-1,3,-3.6,-10,-10,6,-2
Nc1ccc(C(=O)c2cccs2)cc1[N+](=O)[O-],4,9,14,-33,-1.3,-72,-3,-4,-3
Cc1ccc(S(=O)(=O)N2CCCCCC2)cc1C(=O)Nc1cccnc1,7,-2,25,17,2.1,9,0,18,-5
Cc1ccc(S(=O)(=O)NNc2nc3ccccc3nc2C(F)(F)F)cc1,11,-8,-6,38,1.1,31,-4,28,13

# Entries of single compounds from above. Values in the order: APJ antagonist	CXCR6 inh	Mdm2 MdmX PPI	tim23-1 inh	CHOP UPR activ	tim10-1 inh	UPR XBP1 act	TIM10 inh	APJ ag
# Nc1ccc(C(=O)c2cccs2)cc1[N+](=O)[O-] is listed with 4	9	14	-33	-1.3	-72	-3	-4	-3
# COC(=O)/C(=C/Nc1cccc2ccccc12)[N+](=O)[O-] is listed with -15	-13	-4	-7	-1.8	-11	5	-4	0

# Next section:
SMILES,APJ antagonist,CXCR6 inh,Mdm2 MdmX PPI,tim23-1 inh,CHOP UPR activ,tim10-1 inh,UPR XBP1 act,TIM10 inh,APJ ag
Cc1ccc(-c2nnn(CC(=O)N(Cc3ccco3)C(C(=O)NC(C)(C)C)c3cccs3)n2)o1 (stereo not given),9,4,15,21,-0.9,34,-1,5,-2
O=C(COC(=O)CCC1CCCC1)Nc1cccc(S(=O)(=O)N2CCOCC2)c1,-31,7,-6,19,-2.4,34,2,-1,0
CC1CCCCC1NC(=O)COC(=O)c1ccc(S(=O)(=O)NCc2ccco2)cc1 (stereo not given),-9,-2,-7,3,0.7,19,0,-19,-2
CC(C)Cn1c(N)c(C(=O)CSc2nnnn2C)c(=O)n(C)c1=O,-1,-5,-7,12,-1.1,4,-1,3,0
Cc1cc2cc(CCNS(=O)(=O)c3ccc(F)cc3)c(=O)[nH]c2cc1C,-12,4,24,11,0.3,15,-1,-11,0
COc1ccccc1C(=O)OCC(=O)c1cccc([N+](=O)[O-])c1,36,14,-7,23,3.9,20,-1,-13,3
Cc1cccc(C)c1NC(=O)CN(C)C(=O)c1ccc(N2C(=O)CCC2=O)cc1,4,4,-35,6,-0.9,11,-3,-2,5
CC(NC(=O)c1ccccc1)c1nc2ccccc2n1Cc1ccc(C#N)cc1 (stereo not given),0,-6,0,7,-3.4,10,2,-1,-6
COc1ccc(O)c(C(=O)c2cnn(C(=O)c3cccc(N(C)C)c3)c2)c1,8,-25,30,58*,1.3,2,2,26,-5
O=C(NCC(c1ccco1)N1CCN(c2ccccc2)CC1)c1ccc2c(c1)OCO2 (stereo not given),-14,-4,-12,28,0.3,4,-1,8,-1
CC(CCc1ccccc1)NC(=O)C(=O)NCCO (stereo not given),-9,7,28,4,1.3,4,-1,3,-4
O=C(CSc1nc(=O)n(CCCN2CCOCC2)c2c1CCCC2)Nc1cccc([N+](=O)[O-])c1,22,6,18,-1,0.1,2,0,10,-5
O=[N+]([O-])c1cccc(-c2nnc(CNC3CC3)o2)c1,-19,3,17,24,-1.1,2,-1,-11,-3
O=C(Nc1ccc(C(=O)O)cc1)/C(=C\C=C\c1ccccc1)NC(=O)c1ccccc1Cl,13,5,13,5,2.4,0,-5,6,-5
N[C@@H](Cc1ccc(O)c(I)c1)C(=O)O,-9,.,12,7,-0.2,-3,-4,7,8
Cc1cc([N+](=O)[O-])nn1CC(=O)N(C)C1CCCCC1,13,2,1,1,0.6,7,0,5,-4
CN1CCN(/C=N/c2c(C#N)cnn2C)CC1,-2,0,0,16,-2.0,24,-1,-3,-4
Cc1nc(CSc2ccc(Cl)cc2)cc(NCc2ccccc2)n1,5,-4,6,32,2.9,7,-2,-4,-1
COC(=O)[C@]1(CC(C)C)N[C@H](c2ccc(-c3ccc(F)cc3)c(OC)c2)[C@@H]2C(=O)N(C)C(=O)[C@@H]21,-11,-1,9,25,-1.1,21,-2,20,9
CC(=Nc1ccc(O)cc1)c1sc2ccccc2c1O,10,13,-363,42,6.3,20,4,38,1
O=C(CCN1C(=O)c2cccc3cccc(c23)C1=O)Nc1ccccc1,0,-4,-2,-15,1.2,9,3,-36,-2
CC(C)CCNC(=O)c1ccc2c(SCC(=O)O)c3c(nc2c1)CCCC3,3,-1,-24,4,44*,1,-1,6,-1
COc1cc2c(cc1NC(=S)Nc1cccc3ccccc13)oc1ccccc12,-14,3,-14,13,3.7,15,4,6,-1
